# Screening data deposited in PubChem by Broad Institute.
# ERAP1 HTS inh: human ERAP1 aminopeptidase inhibitors, primary screen, biochemical, single point, plate reader; Endoplasmic reticulum aminopeptidase 1 (Homo sapiens), Q9NZ08; recombinant ERAP1, Leu-AMC fluorescence, 60 min; inhibition, % at 10.7 µM; 340,000 tested, 0.15% active;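 active = mean replicate inhibition of at least 30%, or all replicates individually reaching that 30% level; inactive = mean below 30% and not every replicate reaching it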;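 note: 0% = neutral control wells and 100% = L-leucinethiol positive control wells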
# E-selectin induc: E-selectin induction in HUVECs, primary screen, imaging, HUVEC, immunofluorescence imaging, single point; normalized: neutral wells 0, TNF-alpha wells 100; activation, % at 7.58 µM; 260,000 tested, 0.37% active;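 active = mean E-selectin-positive cell signal at least 10% of the positive control, reached in at least 60% of replicates, without over 20% cell loss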;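 note: in these data hits start at about 27%; measured in HUVEC primary endothelial cells; signal is the percent of cells scored E-selectin positive by PE staining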
#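 Material: HUVEC primary endothelial cells; Amount: 3,000 cells per well; Dosing: single concentration; Medium: EGM-2 growth medium on 0.1% gelatin-coated wells; Read-out basis: percent E-selectin-positive cells; Signal: immunofluorescence imaging; Control set: TNF-alpha, DMSO.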
# esBAF inh: Bmi1 luciferase reporter increase in mESCs, primary screen, esBAF inhibitor project, mouse ES cells, Bmi1 luciferase knock-in, single point; 24 h; 100% = twice the neutral-well signal; reporter increase, % at 12.5 µM; 350,000 tested, 2% active; AID 602393, 2012; in the data active = activation above about 40%;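 note: 0% = median of the plate's neutral control wells and 100% = double that signal; a rise in the Bmi1 reporter signal indicates esBAF inhibition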
# RAD52 anneal inh: RAD52 DNA annealing inhibitors, primary screen, biochemical, FRET, single point, set 2; DNA repair protein RAD52 homolog (Homo sapiens), P43351; recombinant RAD52 DNA annealing, FRET fluorescence; inhibition, % at 18.7 µM; 360,000 tested, 0.46% active;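 active = every replicate showing at least 50% inhibition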
# ERp5 inh: inhibitors of ERp5-driven insulin aggregation, primary screen, biochemical, turbidity, absorbance 650 nm, single point; Protein disulfide-isomerase A6 (Homo sapiens), Q15084; 90 min; inhibition, % at 9.99 µM; 350,000 tested, 0.05% active; AID 651711, 2012;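 active = mean replicate inhibition above about 25%, with every replicate also reaching it, limit read from the data, passing the limit was not always enough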
# RAD54 inh: inhibitors of human RAD54 branch migration, primary screen, biochemical, fluorescence, single point | DNA repair and recombination protein RAD54-like (Homo sapiens), Q92698 | RAD54 Holliday junction branch migration, FAM/BHQ fluorescence | inhibition, % at 10.4 µM | 360,000 tested, 0.14% active | AID 602329, 2012;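 active = mean normalized replicate activity at least 40 and at least half of replicates scoring 40 or more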;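 note: 0% = median of neutral control wells and 100% = median of positive control wells; inhibitors cause a drop in the FAM fluorescence signal; in these data hits start at about 50%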
# Target sequence (Q92698 whole entry, looked up): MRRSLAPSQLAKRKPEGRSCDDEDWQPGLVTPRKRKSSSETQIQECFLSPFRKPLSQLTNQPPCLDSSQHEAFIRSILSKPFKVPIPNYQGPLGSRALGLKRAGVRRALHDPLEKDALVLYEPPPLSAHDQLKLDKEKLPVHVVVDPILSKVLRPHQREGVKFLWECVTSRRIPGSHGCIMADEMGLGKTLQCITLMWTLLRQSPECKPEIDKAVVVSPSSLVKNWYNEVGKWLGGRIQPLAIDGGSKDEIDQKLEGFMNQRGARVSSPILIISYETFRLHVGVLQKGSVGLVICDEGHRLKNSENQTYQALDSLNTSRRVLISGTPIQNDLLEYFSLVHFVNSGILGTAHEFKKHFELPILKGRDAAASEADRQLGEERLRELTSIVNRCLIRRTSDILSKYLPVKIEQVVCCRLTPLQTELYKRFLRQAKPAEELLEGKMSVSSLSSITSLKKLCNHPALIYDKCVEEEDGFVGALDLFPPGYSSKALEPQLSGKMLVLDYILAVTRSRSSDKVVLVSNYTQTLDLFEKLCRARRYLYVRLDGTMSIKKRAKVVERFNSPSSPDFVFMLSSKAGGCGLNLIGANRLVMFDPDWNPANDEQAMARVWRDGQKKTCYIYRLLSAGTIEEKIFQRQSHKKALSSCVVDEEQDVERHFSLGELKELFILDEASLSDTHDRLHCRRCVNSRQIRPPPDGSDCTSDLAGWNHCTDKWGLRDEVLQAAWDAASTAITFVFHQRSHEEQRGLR
# S100A4 MyoIIA: inhibitors of S100A4-myosin IIA peptide binding, primary screen, biochemical, fluorescence polarization, TAMRA-MyoIIA peptide; 360,000 tested, 0.14% active; Protein S100-A4 (Homo sapiens), P26447; inhibition, % at 10.7 µM;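 active = mean inhibition of at least 70% across replicates, with every replicate also reaching that level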
# Target sequence (P26447 whole entry, looked up): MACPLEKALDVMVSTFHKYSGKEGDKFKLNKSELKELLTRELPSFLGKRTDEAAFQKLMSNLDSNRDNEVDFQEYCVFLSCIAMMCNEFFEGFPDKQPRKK
#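 Material: human S100A4 monomer with TAMRA-labelled myosin IIA peptide; buffer or medium: HEPES pH 7.2 with CaCl2, KCl, NaCl, DTT, Triton; compound dosing: one concentration per compound; schedule: 5 min incubation before reading; benchmarks: neutral control DMSO, positive control TFP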
# Xi reactivation: activators of inactive X chromosome reactivation, primary screen, imaging, XiGFP fibroblasts, GFP high-content imaging, set 2 | XiGFP mouse fibroblasts, % GFP-positive cells imaging, 3 d; cells co-treated with 5-aza-dC sensitizer; scaled so ellipticine positive control = 100% | 360,000 tested, 0.055% active | activation, % at 7.58 µM | AID 743238, 2013;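 active = mean normalized replicate activation at least 10% and every replicate at or above 10%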;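 note: 0% = median of on-plate neutral control wells and 100% = ellipticine 6 µM median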
#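 assay system = SV40-immortalized XiGFP fibroblast cells, line 68-5-11 | buffer or medium = DMEM plus 5-aza-dC sensitizer | doses = single-point pinned compound dosing | times = 3-day compound exposure, then 15 min fixation at room temperature | benchmarks = positive control ellipticine, 6 µM final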
# * = called active by the depositor; x = no result given; & = joins results of further samples.
SMILES	ERAP1 HTS inh	E-selectin induc	esBAF inh	RAD52 anneal inh	ERp5 inh	RAD54 inh	S100A4 MyoIIA	Xi reactivation
C[C@@H]1CN([C@H](C)CO)C(=O)CCCn2cc(nn2)CO[C@H]1CN(C)S(=O)(=O)c1ccccc1F	1&0	0.0&3.5	2&1&-9	-8&-6&-20	1&2&-1	6&3&-11	24&26&-1	0.2&0.0
O=C1CC(N(CCc2ccccc2)C(=S)Nc2ccccc2)C(=O)N1c1ccc(F)cc1 (configuration not stated)	-5	-0.1	x	-16	3	-1	-4	0.1
O=C(C[C@@H]1CC[C@H]2[C@@H](COC[C@@H](O)CN2C(=O)c2ccccc2F)O1)N1CCOCC1	-6	0.0	-1	4	-1	3	-7	0.0
COc1cccc(CN2[C@H](CO)[C@@H]3c4ccccc4N(C(=O)C4CC4)C[C@@H]32)c1	2	0.0	-3	-5	-1	-1	-5	0.1
O=P(COCCOCCOCP(=O)(c1ccccc1)c1ccccc1)(c1ccccc1)c1ccccc1	-2	x	x	-5	7	x	-4	0.0
Cc1cc(C)n2nc(C(=O)OCC(=O)c3ccccc3Cl)nc2n1	0	12	2	-7	8	-7	-1	0.2
O=C(Nc1ccccc1Cl)Nc1ccnn1C1CCN(C(=O)CCN2CCCO2)CC1	-5	3.0	-7	2	0	-5	0	0.1
O=C(c1ccc2c(c1)OCCO2)N1CCN(S(=O)(=O)c2c(F)cccc2F)CC1	4	0.2	10	-6	8	-3	4	0.2
Cn1c(SCc2ccccc2Cl)nc2c1c(=O)[nH]c(=O)n2C	-1	x	1	-18	5	-7	3	0.0
CCNC(=O)C[C@@H]1CC[C@@H]2[C@H](COc3ccc(NC(=O)Nc4ccccc4C)cc3C(=O)N2C)O1	-1	0.2	-3	3	2	-8	5	0.2
Cc1ccc(S(=O)(=O)N(C)C[C@@H]2Oc3ncc(C#CCC(C)C)cc3C(=O)N([C@H](C)CO)C[C@@H]2C)cc1	-3	-0.1	2	12	2	4	6	0.1
CCN1CCN(c2ccc(Nc3ccnc4ccccc34)cc2)CC1	-1	1.1	-5	95*	1	78*	2	0.2
COc1ccc(NC(=O)CCNC(=O)c2ccccc2Cl)cc1S(=O)(=O)N1CCCCC1	11	-0.2	-5	0	1	0	-1	0.1
C[C@H](O)[C@@H]1C(=O)N2CCc3ccc(N4CCN(C)CC4)cc3[C@@H]2C[C@@H]1N(C)C(=O)Nc1cc(Cl)cc(Cl)c1	x	x	-4	-3	-2	12	-2	0.0
N/N=C(\Cc1cscn1)c1ccc(O)cc1O	0	x	x	-30	-4	9	-11	-0.1
CN(C(=O)CN1C(=O)NC2(CCc3ccccc32)C1=O)C1CCCCC1 (configuration not stated)	3	3.0	8	-6	1	5	-1	0.2
Cc1cccc(CN2CCN([C@H]3CS(=O)(=O)N[C@@H]3COCc3ccccc3)CC2)c1	x	x	-11	-19	5	4	-5	0.1
Cc1ccc(S(=O)(=O)N/N=C/c2c[nH]c3ccccc23)cc1	-2	x	2	-15	-3	3	-4	0.0
CCOc1ccc(CCNC(=O)CS(=O)Cc2nc(-c3ccc(OC)cc3)oc2C)cc1OCC (configuration not stated)	-3	x	5	-10	5	-1	-1	0.2
CN(C)C(=O)CSc1ccc(S(=O)(=O)N2CCOCC2)cn1	2	x	-12	-18	-7	9	5	-0.1
COc1ccc(CNCc2cccc3ccccc23)cc1	5	x	-4	-2	2	11	3	0.0
COc1ccc(S(=O)(=O)N(C)C[C@H]2OCCCC[C@@H](C)Oc3ccc(NC(=O)Nc4cccc5ccccc45)cc3C(=O)N([C@H](C)CO)C[C@@H]2C)cc1	-6	0.0	-3	4	3	-4	8	-0.1
CC(C)(C)c1csc(CS(=O)(=O)c2ccccn2)n1	2	x	8	0	4	x	0	0.0
CCNC(=O)COC(=O)CNC(=O)c1cc(Cl)cc([N+](=O)[O-])c1	0	-0.3	x	3	1	5	0	0.0
O=C(NCC(F)(F)F)[C@@H]1[C@@H](CO)[C@@H]2Cn3c(cccc3=O)[C@H]1N2CC1CC1	2	-0.3	-2	-11	-5	-13	16	0.0
COc1ccc(-c2cc(C(=O)Nc3ccc(S(=O)(=O)Nc4onc(C)c4C)cc3)c3ccccc3n2)cc1	-5	x	6	-35	-9	-8	-12	0.0
COCCNC(=S)N1CCC(NC(=O)C23CC4CC(CC(C4)C2)C3)CC1	12	-0.5	x	-12	-6	x	12	0.4
COc1ccc(NC(=O)CSc2ccc3nnc(CCNC(=O)c4ccccc4)n3n2)cc1	-2	0.6	x	-15	-5	9	-4	0.1
CC(/C=N/NC(=O)C(O)c1ccccc1)=C\c1ccccc1 (configuration not stated)	0	x	37	-5	-2	0	0	x
CN1CCN(c2nc(-c3cccc([N+](=O)[O-])c3)nc3ccccc23)CC1	-1	0.1	-7	14	1	75*	-8	0.0
CCOC(=O)C1=CN(Cc2ccco2)S(=O)(=O)N(CC)C1c1cccc(OC)c1 (configuration not stated)	x	7.4	-4	-39	0	1	-1	0.1
Cc1cc(=O)oc2cc(OCC(=O)NC3(C#N)CCCCC3)c(Cl)cc12	-3	0.4	7	-3	-4	8	-5	0.0
CC(C)NC(=O)N[C@@H]1C=C[C@H](CC(=O)NCCN2CCCC2)O[C@@H]1CO	-6	0.7	0	-22	-4	4	8	-0.3
N#Cc1cccnc1N1CCN(C(C(=O)NC2CCCC2)c2ccc(F)cc2)CC1 (configuration not stated)	3	-0.2	x	-50	4	x	-4	0.3
CCOC(=O)[C@H]1[C@H]2COc3ccc(Br)cc3[C@@H]2N2C(=O)c3ccc(F)cc3NC(=O)[C@@]12C	-1	-0.1	7	-6	-5	-8	1	0.1
N#CCCN(CCC#N)C(=O)c1ccc(Cl)cc1	1	x	-4	-5	3	1	0	x
O=C(c1ccc(F)cc1)N1CCCCN2[C@H](C1)[C@@H](c1ccc(/C=C/c3ccccc3)cc1)[C@@H]2CO	4	0.1	1	-28	13	4	-5	0.0
O=C1c2ccccc2C(=O)C1C(=O)C1CC1	-2	1.3	-4	-11	-6	x	-9	0.1
Cc1ccc(N2CC(C(=O)NCCC3=CCCCC3)CC2=O)cc1 (configuration not stated)	3	x	-1	-12	6	x	-20	0.2
C[C@]12CC[C@H](O)CC1=CCC1C2CC[C@@]2(C)C1CC[C@@H]2NC(=O)[C@@H](N)Cc1ccccc1 (some centres not stated)	4	3.1	10	-12	-1	-7	-6	0.0
C[C@@H]1CN(Cc2nc(-c3cccs3)no2)C[C@H](C)O1	1	x	x	-11	-3	x	-5	-0.1
Fc1ccc(Nc2nc(NCc3cccs3)nc3ccsc23)cc1	-4	-0.2	-9	44	-3	-11	-1	0.1
CC(=O)c1ccc(S(=O)(=O)N2CCn3cccc3C2C)cc1 (configuration not stated)	-1	0.1	3	-41	9	3	4	0.3
O=S(=O)(c1ccc(F)cc1)N1CCCCN2[C@H](CO)[C@@H](c3ccc(-c4ccccc4F)cc3)[C@@H]2C1	3	x	x	-18	4	4	-5	x
COc1ccc(/C(C)=N/NC(=O)CNC(=O)c2cccnc2)c(OC)c1	-1	0.0	2	0	1	-13	-3	0.0
CC(=O)NNC(=O)N1Cc2ccccc2Oc2ccc(Cl)cc21	-2	-0.1	13	-6	1	-2	3	0.0
CCc1nnc(N/N=C/c2ccccc2F)n1N	1	0.2	x	-6	1	x	5	0.2
CC1CCCC(NC(=O)CN2C(=O)NC(c3ccccc3)(c3ccccc3)C2=O)C1C (configuration not stated)	-4	-1.8	-4	7	0	9	-1	-0.1
CCOc1ccc(N(CC(=O)Nc2cccc(C)c2C)S(=O)(=O)c2c(C)[nH]c(=O)[nH]c2=O)cc1	x	-0.2	-13	0	-10	-1	0	-0.2
CCOc1ccccc1CNn1cnnc1SCC(=O)NC(C)(C)C	-3	-0.1	-7	-6	6	1	2	0.0
C[C@@H]1CN([C@H](C)CO)C(=O)c2cc(C#Cc3cccc(F)c3)cnc2O[C@@H]1CN(C)C(=O)C1CC1	2	1.0	-1	13	8	-1	-4	-0.9
CCc1noc(C)c1C(=O)N1CCCC(Nc2cccc(F)c2)C1 (configuration not stated)	-2	-0.2	3	-9	-3	-2	6	0.3
COc1ccccc1NC(=O)Nc1ccc(C(=O)N2CCCCC2)cc1	3	0.0	37	-2	-1	3	-3	9.5
Cc1noc(C)c1S(=O)(=O)Nc1ccc2c(c1)CC(=O)N([C@H](C)CO)C[C@H](C)[C@@H](CN(C)S(C)(=O)=O)O2	x	-7.2	2	x	x	9	x	0.1
CCCn1c(N)c(C(=O)CSc2nc3ccccc3c(=O)n2-c2ccc(OC)cc2)c(=O)[nH]c1=O	-1	-0.1	x	-15	4	x	9	-0.1
CCN(CC(=O)Nc1ccc(OC)cc1)C(=O)c1ccc(OCc2c(C)noc2C)cc1	0	-2.2	7	-9	11	-9	-3	0.1

# Overlap with the part before: 2 compounds, followed by the next part.
SMILES	ERAP1 HTS inh	E-selectin induc	esBAF inh	RAD52 anneal inh	ERp5 inh	RAD54 inh	S100A4 MyoIIA	Xi reactivation
CCCn1c(N)c(C(=O)CSc2nc3ccccc3c(=O)n2-c2ccc(OC)cc2)c(=O)[nH]c1=O	-1	-0.1	x	-15	4	x	9	-0.1
CCN(CC(=O)Nc1ccc(OC)cc1)C(=O)c1ccc(OCc2c(C)noc2C)cc1	0	-2.2	7	-9	11	-9	-3	0.1
COc1ccc(CN2CCCN(S(=O)(=O)c3ccc(Br)cc3)CC2)cc1	2	0.4	2	-30	-4	3	-1	0.0
O=C(CCc1ccc(S(=O)(=O)N2CCOCC2)cc1)OCC(=O)c1ccccc1F	-2	-0.5	-3	-5	3	-9	1	0.1
CC(C)NC(=O)N(C)C[C@H]1Oc2ccc(NS(=O)(=O)c3cn(C)cn3)cc2CC(=O)N([C@H](C)CO)C[C@H]1C	-3	8.2	3	-1	5	1	1	0.0
CC(=O)Oc1ccc2c(C)c(CC(=O)N3CCN(C(=O)C4COc5ccccc5O4)CC3)c(=O)oc2c1C (configuration not stated)	-9	x	2	-12	3	-1	2	0.2
COc1ccc(-c2ccc([C@H]3[C@@H](C#N)N(C(=O)NC(C)C)[C@@H]3CO)cc2)cc1	1	-0.1	11	-24	-2	-1	7	0.1
CC(C)(C)c1nc(SCC(=O)c2ccccc2)c2ccccc2n1	4	-1.7	x	-18	0	x	6	0.0
NC(=O)CSc1nnc2n(N)c(=O)c3ccccc3n12	2	-0.3	-9	-9	0	6	-1	-0.1
Cc1ccc(S(=O)(=O)N2CCOCC2)cc1C(=O)OC(C)C(=O)NC1CCCC1 (configuration not stated)	-6	-0.2	-6	-7	-10	5	12	-0.1
CC(C)CCSc1nc2ccccc2[nH]1	x	-1.9	x	-12	-4	x	-4	0.2
